Screening data: PubChem, National Center for Advancing Translational Sciences (NCATS)
BLM helicase inh – blocks DNA unwinding by human BLM helicase; recombinant BLM DNA unwinding, fluorescence dequenching; P54132; actives 0.2% (n = 350,000); Potency, µM (doses to about 56.1 µM), without a hit: top-dose activity change, negative = inhibition, actives largely listed as inhibitors;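 further: plate controls were vehicle for no effect and no enzyme for full effect; nearly all actives have a fitted effect of over 35% in size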
Pol eta inh – blocks human DNA polymerase eta activity; Q9Y253; recombinant Pol eta, fluorescent DNA replication assay; Potency, µM (highest dose often 114 µM), for the others: top-dose activity change, negative = inhibition, hits mostly inhibitors; actives 1.2% (n = 390,000); AID 588591; further: on the % scale 0 is the no-effect control and ±100 the full control effect
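Pol eta at 10 nM preincubated with compounds 15 min at room temperature; reaction started with fluorescent substrate (50 nM final) and read kinetically at 0 and 10 min.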
Anesthetic bind – candidate novel general anesthetic via apoferritin binding; P02791; apoferritin/1-aminoanthracene competitive binding, fluorescence; Potency, µM (doses to about 77.5 µM), for inactives: at the highest dose activity change, negative = displacement, hits mostly inhibitors; actives 0.074% (n = 350,000); AID 485281; further: on the % scale 0 is the no-effect control and ±100 the full control effect; nearly all actives have a fitted effect of over 20% in size
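Horse-spleen apoferritin (10 uM) in 50% saturated 1-aminoanthracene in PBS was incubated 10 min at room temperature with compound. Fluorescence (ex 380, em 535 nm) was normalized to free and bound 1-AMA, with concentration-response fitted by a four-parameter Hill equation.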
BAZ2B inh – blocks human BAZ2B; Potency, µM (series often up to 114 µM), for inactives: top-dose activity change, negative = inhibition, usual class: inhibitors; actives 4.4% (n = 360,000); AlphaScreen BAZ2B-H3K14Ac peptide displacement; AID 504333; Q9UIF8; further: on the % scale 0 is the no-effect control and ±100 the full control effect; nearly all actives have a fitted effect of over 60% in size
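BAZ2B (50 nM) with biotin-H3(5-23)K14Ac peptide (50 nM) in PBS pH 7.4, 0.01% Tween-20, preformed 30 min, then compound 30 min at room temperature; top concentration 110uM. AlphaScreen streptavidin donor/nickel chelate acceptor beads (10 ug/mL final), 20 min dark, signal read.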
Pol kappa inh – inhibitors of human DNA polymerase kappa; Potency, µM (series often up to 107 µM), without a hit: top-dose activity, negative = inhibition, actives largely listed as inhibitors; actives 0.53% (n = 400,000); purified Pol kappa, fluorescent DNA synthesis assay, 10 min; further: on the % scale 0 is the no-effect control and ±100 the full control effect
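Kinetic fluorescence screen: compound preincubated 15 min RT with 10 nM enzyme; 50 nM substrate (final) initiates; reads at 0/10 min.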
POLI inh – blocks human DNA polymerase iota activity; Q9UNA4; Pol iota fluorescent replication assay, 10 min; Potency, µM (series often up to 115 µM), for inactives: at the top dose activity, negative = inhibition, usual class: inhibitors; actives 1% (n = 390,000); AID 588590
Target sequence (Q9UNA4 whole entry, looked up): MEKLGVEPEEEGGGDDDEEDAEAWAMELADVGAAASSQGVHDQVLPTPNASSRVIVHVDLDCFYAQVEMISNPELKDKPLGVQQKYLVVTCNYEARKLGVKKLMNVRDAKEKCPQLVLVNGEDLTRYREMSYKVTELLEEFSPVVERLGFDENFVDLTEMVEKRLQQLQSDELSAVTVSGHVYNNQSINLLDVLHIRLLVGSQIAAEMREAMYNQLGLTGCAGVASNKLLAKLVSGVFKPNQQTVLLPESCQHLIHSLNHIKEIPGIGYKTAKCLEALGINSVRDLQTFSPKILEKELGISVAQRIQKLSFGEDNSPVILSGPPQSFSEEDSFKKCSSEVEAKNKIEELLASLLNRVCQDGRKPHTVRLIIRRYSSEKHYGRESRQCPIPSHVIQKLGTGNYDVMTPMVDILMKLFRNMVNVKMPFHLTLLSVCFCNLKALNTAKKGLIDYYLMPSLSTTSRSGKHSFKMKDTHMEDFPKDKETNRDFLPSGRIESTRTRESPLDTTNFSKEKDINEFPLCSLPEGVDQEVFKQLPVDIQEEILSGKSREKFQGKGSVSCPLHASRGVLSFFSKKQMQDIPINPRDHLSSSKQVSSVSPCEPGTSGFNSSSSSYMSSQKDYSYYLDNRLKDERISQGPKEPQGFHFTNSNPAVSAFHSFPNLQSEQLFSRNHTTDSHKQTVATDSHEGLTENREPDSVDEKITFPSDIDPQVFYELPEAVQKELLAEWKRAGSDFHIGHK
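Pol iota at 10 nM preincubated 15 min with compounds at room temperature; reaction started with fluorescent substrate, 50 nM final. Fluorescence read kinetically at 0 and 10 min; buffer-only wells as negative control.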
APE1 inh – APE1 (human) endonuclease inhibition | P27695 | recombinant APE1, TAMRA/BHQ-2 abasic DNA cleavage fluorescence | Potency, µM (series often up to 65.8 µM), without a hit: at the top dose activity change, negative = inhibition, most hits filed as inhibitors | actives 0.35% (n = 350,000);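 further: plate controls were vehicle for no effect and reference inhibitor for full effect; nearly all actives have a fitted effect of over 55% in size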
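Incision of a quenched TAMRA/BHQ-2 THF abasic-site duplex (50 nM) by 0.75 nM APE1, after 15 min compound preincubation, measured as fluorescence increase over three 60 s reads. Values normalized to buffer, DMSO and NSC13755 control wells.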
G9a inh – G9a (human) methyltransferase inhibition | Q96KQ7 | actives 8.8% (n = 350,000) | Potency, µM (highest dose often 102 µM), inactives show at the highest dose activity, negative = inhibition, usual class: inhibitors | G9a H3K9 monomethylation, AlphaScreen, 2 h | AID 504332; further: on the % scale 0 is the no-effect control and ±100 the full control effect; nearly all actives have a fitted effect of over 75% in size
Target sequence (Q96KQ7 913-1193 limits assumed): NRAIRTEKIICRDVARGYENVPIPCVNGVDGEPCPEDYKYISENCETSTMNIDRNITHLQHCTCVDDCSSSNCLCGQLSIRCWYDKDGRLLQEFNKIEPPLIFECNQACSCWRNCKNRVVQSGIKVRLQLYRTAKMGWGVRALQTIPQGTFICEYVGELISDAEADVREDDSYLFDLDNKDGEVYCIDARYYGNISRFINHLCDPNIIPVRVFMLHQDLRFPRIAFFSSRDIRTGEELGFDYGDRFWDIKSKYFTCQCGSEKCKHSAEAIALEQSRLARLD
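AlphaScreen read-out: biotin-H3K9 peptide (500 nM) methylation by 20 nM enzyme with 20 uM SAM, 2 h at room temperature after 15 min compound preincubation; anti-monomethyl H3K9 antibody plus donor/acceptor beads, 10 min dark.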
Pol beta inh – DNA polymerase beta (human) inhibition. Pol beta primer extension/strand displacement, fluorescence kinetic. Potency, µM (highest dose often 114 µM), without a hit: top-dose activity change, negative = inhibition, usual class: inhibitors. actives 1.3% (n = 340,000). AID 485314; further: on the % scale 0 is the no-effect control and ±100 the full control effect
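Reaction started by 50 nM substrate onto compound-treated Pol beta (10 nM, 15 min preincubation, room temperature); plates read at 0 min and 10 min. Normalized concentration-effect data fitted by four-parameter Hill equation.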
Starred values were filed as active, the others as inactive; u = inconclusive; x = not tested or not shown; [ ] = dose if it differs, or a comment. The call rests on the fitted dose curve; in most records, active means well fitted curve in the direction sought with a large enough effect; inconclusive means small, poorly fitted or top-dose-only effect, or another doubt; inactive means no such curve, though single readings can be large; an effect the other way counts as inactive or inconclusive. Potency means the concentration at half of the fitted maximal effect. The list is partial (hit frequency here may not be typical).

SMILES	BLM helicase inh	Pol eta inh	Anesthetic bind	BAZ2B inh	Pol kappa inh	POLI inh	APE1 inh	G9a inh	Pol beta inh
O=C1NN(c2cccc(Br)c2)C(=O)/C1=C\c1ccccc1	-4%	5%	-8%	-35%	u	u	26%	20µM*	u
O=C(Nc1ccc(Cl)cc1)c1cnc(-c2ccccc2)nc1-c1ccccc1	0%	-5%	-14%	6%	-4%	12%	-3%	16%	44%
CCN(CC(=O)NCc1ccc(Cl)cc1)C(=O)COc1cccc(C(F)(F)F)c1	x	-22%	x	-23%	-10%	26%	17%	-28%	x
Cc1cccc(NS(=O)(=O)c2cccc(C(=O)NCC(c3ccco3)N(C)C)c2)c1 (stereo unspecified)	x	-22%	x	-2%	-6%	30%[activator]	7%	-10%	x
COc1ccccc1-c1nc(C#N)c(N2CCCCCC2)o1	-11%	-18%	-14%	u	-10%	2%	-2%	45µM*	2%
CCn1nnc(NC(=O)c2ccc(-c3ccccc3[N+](=O)[O-])o2)n1	-6%	-4%	-15%	u	-9%	19%	5%	4%[12.7 µM]	0%
COc1cc(NC(=O)CSc2nc(=O)n(CCN3CCOCC3)c3c2CCC3)cc(OC)c1	x	-3%	x	5%	-8%	17%	18%	-5%	x
O=C(CSc1cccc2cccc(Cl)c12)NCc1cccs1	-16%	-15%	-2%	-5%	-8%	u	u	-11%[59 µM]	-14%
CCN(CC)CCNC(=O)c1ccc2c(=O)n3nc(Nc4ccccc4OC)sc3nc2c1	39%[activator]	u	-17%	-23%	1%	6%	x	u	-24%
COc1ccc(N2CCN(C(=O)C3CCN(S(=O)(=O)c4ccccc4)CC3)CC2)cc1	-5%	1%	-9%	-21%	-11%	0%	0%	-30%	-1%
COc1ccc2oc(-c3cccc(NC(=O)c4sc5c([N+](=O)[O-])cccc5c4Cl)c3)nc2c1	-4%	-8%	-15%	-9%	-5%	u	x	-11%[59 µM]	33%
Cc1ccnc(N2CCCC(C(=O)Nc3cc(F)ccc3C)C2)n1 (stereo unspecified)	0%	2%	-10%	-6%	-13%	24%	-8%	-29%	10%
O=C(CCC(=O)N1CCCC1)Nc1nnc(C2CCCCC2)s1	0%	9%	u	17%	-12%	2%	-2%	21%[59 µM]	-1%
CCN(CC(=O)NC(C)C)C(=O)c1ccc(S(=O)(=O)N(C)c2ccccc2OC)cc1	-2%	-4%	-10%	-8%	-5%	u	-1%	13%[59 µM]	4%
O=C(Cn1ncc2c3ccccc3n(Cc3cccc(Cl)c3)c2c1=O)NCCCc1ccccc1	-10%	-24%	-9%	u	u	u	x	4%[59 µM]	28µM*
O=C(CSc1nnc(Cn2c(=O)sc3ccccc32)n1CCc1ccccc1)N1CCCC1	3%	-13%	-5%	-2%	9%	10%	2%	u	82%
CC(C)(C)c1ccc(C(=O)N2CCC(C(=O)NC3CCCCCC3)CC2)cc1	-9%	-8%	-13%	0%	3%	7%	-2%	10%	1%
O=C(C1CCN(S(=O)(=O)c2ccc(Br)cc2)CC1)N1CCOCC1	-3%	-15%	-4%	10%	12%	24%	52%	51%	7%
Cn1ncc([N+](=O)[O-])c1C(=O)N1CCOCC1	-4%	5%	-5%	0%[57.1 µM]	-3%	24%	9%	15%	38%
c1ccc([C@H]2CNCCN2CCc2cccc3ccccc23)cc1	x	2%	x	x	-12%	9%	19%	x	x
CC(C)(C)S(=O)(=O)c1cnc(-c2cnccn2)nc1N	-3%	-13%	-2%	27%	-11%	74%[activator]	6%	19%	1%
CN(Cc1nc(-c2ccccn2)no1)S(=O)(=O)c1ccccc1	4%	-11%	3%	11%	-17%	5%	4%	-2%[12.7 µM]	7%
Cn1cccc1C(=O)N1CCC[C@@]2(CCN(c3ccccc3)C2)C1	-6%	x	x	x	5%[60.1 µM]	x	0%	-24%[12.7 µM]	x
Cc1ccccc1NC(=O)c1cnc(Nc2nc3ccccc3s2)nc1C	-1%	x	-2%	0%	x	x	2%	21%	37%
COC(=O)c1ccc(NC(=O)c2ccccc2CC[N+](=O)[O-])cc1	-4%	-4%	-5%	-3%	1%	84%[activator]	12%	-6%	38%[activator]
Additional results
SMILES	BLM helicase inh	Pol eta inh	Anesthetic bind	BAZ2B inh	Pol kappa inh	POLI inh	APE1 inh	G9a inh	Pol beta inh
NC(=O)Cn1c(=O)n(CCCCCC(=O)NCc2ccc(F)cc2)c(=O)c2sccc21	3%	x	4%	3%	-1%	17%	x	14%[59 µM]	17%
CCOc1ccc(S(=O)(=O)NCC(c2ccco2)S(=O)(=O)c2ccc(C)cc2)cc1 (stereo unspecified)	-8%	-25%	13%	-4%	-3%[60.1 µM]	20%	x	-5%[59 µM]	-21%
CCCCOc1ccc(/C=C/C(=O)OCC(=O)NC2CCS(=O)(=O)C2)cc1OCC (stereo unspecified)	x	-16%	x	0%	-6%	54%[activator]	25%	-3%	x
O=[N+]([O-])c1cccc(C(=S)N2CCCC2)c1	-2%	8%	-14%	-20%	-10%	4%	-3%	-47%	1%
Cc1c(C(=O)N(C)Cc2nc3ccccc3c(=O)[nH]2)oc2ccccc12	x	-21%	x	x	-19%	127%[activator]	33%	x	x
Cc1ccc(S(=O)(=O)Nc2cc(C)cn(Cc3ccccc3)c2=O)cc1	-4%	-11%	-19%	-27%	-6%	29%	-4%	u	1%
O=C(NNC1CC(=O)N(c2ccc(Br)cc2)C1=O)c1ccccn1 (stereo unspecified)	-8%	-17%	-6%	x	1%	70%[activator]	-4%	10%	9%
COC(=O)c1c(C(=O)OC)c(-c2ccccc2)n2c1CS(=O)(=O)C2	-3%	-1%	0%	-1%	1%	7%	4%	-3%	1%
CC(C)C(OC(=O)CN1C(=O)COc2ccccc21)C(=O)NC1CCCCC1 (stereo unspecified)	-1%	-21%	6%	2%	-1%	116%[activator]	24%[12.4 µM]	-2%[59 µM]	8%
CCCOC(=O)C(=O)NNc1ccccc1	-1%	-12%	-12%	7%	-5%	72%[activator]	4%	40µM*	2%
CSCCC(NS(=O)(=O)c1ccccc1F)C(=O)NC(C)c1ccccc1 (stereo unspecified)	0%	-1%	-5%	-8%	-10%	-14%	7%	1%	67%
COc1cccc(NS(=O)(=O)c2ccc(OC)c(OC)c2)c1	2%	-15%	-14%	7%	1%	34%[activator]	-5%	-2%	0%
COc1cccc(OC)c1C(=O)Nc1cccc(-c2ccc3nncn3n2)c1	-1%	0%	-12%	-2%	5%	27%	6%	-32%	2%
Cc1c(NC(=O)c2cnn3c(C(F)(F)F)cc(-c4ccco4)nc23)c(=O)n(-c2ccccc2)n1C	-3%	-4%	-10%	-4%	-1%	13%	2%	-13%[59 µM]	1%
O=C(CSc1ncn[nH]1)Nc1ccc(Cl)c(Cl)c1	0%	0%	0%	-2%	-9%	4%	8%	45µM*	0%
Cc1cc(Cl)nc(Cl)c1C(=O)N1CCOCC1	-5%	2%	-6%	0%	-6%	173%[activator]	-1%	-1%	27%
CCN(C(=O)COc1ccc(C)nc1[N+](=O)[O-])C1CCS(=O)(=O)C1 (stereo unspecified)	-1%	3%	-4%	2%	-2%	49%[activator]	0%	-10%[59 µM]	0%
COc1cc(C(=O)NC(C)CCc2ccccc2)cc(OC)c1OC (stereo unspecified)	-7%	1%	-4%	-22%	-14%	96%[activator]	22%	5%[0.501 µM]	-16%
COc1ccccc1N(CC(=O)N1CCC(C)CC1)S(=O)(=O)c1ccc(C)cc1	-2%	-12%	0%	-3%	7%	22%	x	1%[59 µM]	15%
Cc1ccc(OCC(=O)Nc2cccc(-c3nc4ccccc4o3)c2C)cc1C	-5%	-8%	1%	-14%	-17%	-34%	x	-9%[59 µM]	-1%
CC(Oc1ccc2ccc(=O)oc2c1)C(=O)NC(Cc1c[nH]c2ccc(O)cc12)C(=O)O (stereo unspecified)	0%	22µM*	-6%	u	u	u	-14%	6%[12.7 µM]	u
COc1cccc(N2C(=O)N(CC(=O)NCc3cccc(OC)c3OC)c3ccccc3S2(=O)=O)c1	-1%	-13%	4%	0%	-3%[60.1 µM]	5%	x	6%[59 µM]	23%
Cc1cc(Oc2ccccc2)nc(-c2ccccc2)n1	-21%	-9%	-14%	108%[activator]	-7%	5%	-4%	310%[activator]	0%
NS(=O)(=O)c1ccc(NCc2ccccc2OCc2ccccc2F)cc1	-12%	-21%	-19%	-35%	-10%	9%	u	-1%	-7%
CCOc1cc(S(=O)(=O)N2CCN=C2Cc2ccccc2)ccc1F	-1%	-2%	-3%	3%	-9%	21%	-11%	x	35%
Cc1ccccc1C(=O)N1CCN(c2ccc([N+](=O)[O-])c(NCc3cccnc3)c2)CC1	5%	u	1%	u	-17%	17%	4%	-13%	3%
O=C(COc1coc(CN2CCN(c3ccccc3F)CC2)cc1=O)NC1CCCCC1	x	-18%	x	-26%	-1%	92%[activator]	2%	-7%	x
Cc1ccc2nc(NC(=O)CSc3ncc(C(=O)Nc4ccccc4)c(=O)n3C)sc2c1	0%	-12%	-9%	-2%	-11%[60.1 µM]	34%[activator]	x	0%[59 µM]	0%
CC(NC(=O)CNC(=O)c1cccs1)c1cccc(C(F)(F)F)c1 (stereo unspecified)	x	-12%	x	x	13%	10%	-15%	x	x

Sorted by molar mass (smallest number first): some entries from above.
SMILES	BLM helicase inh	Pol eta inh	Anesthetic bind	BAZ2B inh	Pol kappa inh	POLI inh	APE1 inh	G9a inh	Pol beta inh
Cc1cc(Oc2ccccc2)nc(-c2ccccc2)n1	-21%	-9%	-14%	108%[activator]	-7%	5%	-4%	310%[activator]	0%
O=C(CSc1ncn[nH]1)Nc1ccc(Cl)c(Cl)c1	0%	0%	0%	-2%	-9%	4%	8%	45µM*	0%
COc1cccc(NS(=O)(=O)c2ccc(OC)c(OC)c2)c1	2%	-15%	-14%	7%	1%	34%[activator]	-5%	-2%	0%
CSCCC(NS(=O)(=O)c1ccccc1F)C(=O)NC(C)c1ccccc1 (stereo unspecified)	0%	-1%	-5%	-8%	-10%	-14%	7%	1%	67%
CCOc1ccc(S(=O)(=O)NCC(c2ccco2)S(=O)(=O)c2ccc(C)cc2)cc1 (stereo unspecified)	-8%	-25%	13%	-4%	-3%[60.1 µM]	20%	x	-5%[59 µM]	-21%
